From PubChem
p53null 39C kill – selectivity test: cytotoxicity in p53 null cells, nonpermissive temperature. AID 904. Potency, µM (top dose mostly 46.1 µM), for inactives: top-dose activity, negative = cell killing, actives largely listed as cytotoxic. H1299 p53-null (neo) cells, 39C, ATPlite viability, 24 h. 0.97% of 55,000 active;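 note: potency is the fitted concentration of half-maximal effect; 0% = DMSO only and -100% = full killing by 100 µM tamoxifen; nearly all actives have a fitted effect of over 50% in size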
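H1299 lung cancer cells, p53-null (H1299-neo) or expressing p53 A138V (H1299-p53A138V), were plated overnight at 37C, then exposed to compounds at up to 46 uM for 24 hr at 39C. Viability was read by ATP-based luminescence.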
FH mod – Identification of activators of human fumarate hydratase by quantitative high-throughput screening; Fumarate hydratase, mitochondrial (Homo sapiens), P07954; FH coupled MDH/diaphorase resazurin fluorescence, 15 min; Potency, µM (top dose mostly 79.9 µM), inactives show at the top dose activity change, negative = inhibition, actives largely listed as inhibitors; 0.22% of 54,000 active; note: potency is the fitted concentration of half-maximal effect; % is set by controls: 0 for no effect and ±100 for the full control effect; the screen sought activators but most active calls are inhibition curves; nearly all actives have a fitted effect of over 45% in size
Target sequence (P07954 whole entry, looked up): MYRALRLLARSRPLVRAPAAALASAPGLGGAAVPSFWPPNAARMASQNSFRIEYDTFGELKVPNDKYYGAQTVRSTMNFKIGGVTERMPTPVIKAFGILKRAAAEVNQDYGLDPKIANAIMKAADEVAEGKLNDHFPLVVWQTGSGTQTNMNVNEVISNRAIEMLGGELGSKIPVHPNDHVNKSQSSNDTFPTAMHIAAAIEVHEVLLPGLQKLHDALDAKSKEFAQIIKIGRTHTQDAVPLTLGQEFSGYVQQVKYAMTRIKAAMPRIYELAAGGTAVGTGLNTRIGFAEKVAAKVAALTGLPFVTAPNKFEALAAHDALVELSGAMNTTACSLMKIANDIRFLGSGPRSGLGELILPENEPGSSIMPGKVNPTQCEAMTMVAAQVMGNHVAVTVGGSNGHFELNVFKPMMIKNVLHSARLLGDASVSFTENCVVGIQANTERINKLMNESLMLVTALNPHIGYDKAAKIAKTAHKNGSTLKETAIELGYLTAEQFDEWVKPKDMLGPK
TSG101-PTAP inh – inhibitors of HIV-1 PTAP binding to human TSG101, validation. Potency, µM (series often up to 115 µM), for the others: at the highest dose activity change, negative = inhibition, usual class: inhibitors. Fluorescence polarization, FITC-PTAP peptide/Tsg101, 20 min. 44,000 tested, under 10 active; note: potency is the fitted concentration of half-maximal effect; 0% is about no effect
Target sequence (Q99816 whole entry, looked up): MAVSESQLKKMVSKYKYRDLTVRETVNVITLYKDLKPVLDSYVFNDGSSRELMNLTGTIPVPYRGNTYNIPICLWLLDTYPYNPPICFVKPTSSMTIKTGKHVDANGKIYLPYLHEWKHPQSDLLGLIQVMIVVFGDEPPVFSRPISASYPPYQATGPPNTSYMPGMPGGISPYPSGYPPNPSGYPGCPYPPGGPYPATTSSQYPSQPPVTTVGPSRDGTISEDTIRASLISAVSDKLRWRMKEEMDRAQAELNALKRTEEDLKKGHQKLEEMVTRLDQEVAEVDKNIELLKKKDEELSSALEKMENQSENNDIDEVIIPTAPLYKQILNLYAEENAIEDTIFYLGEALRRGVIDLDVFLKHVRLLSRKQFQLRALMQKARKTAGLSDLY
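FITC-labeled PTAP peptide (50 nM final) binding to Tsg101 binding domain (10 uM final) read by fluorescence polarization after 20 min at r.t. in HEPES pH 7.5 buffer. Actives by CRC class, <25 µM.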
B2AR arrestin ag – beta-arrestin recruitment by human beta2-adrenergic receptor ligands; Potency, µM (highest dose often 46.1 µM), for the others: at the highest dose activation, most hits filed as activators; P07550; HTLA Tango cells, beta-arrestin recruitment, luciferase luminescence, 18 h; 44,000 tested, under 10 active;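 note: potency is the fitted concentration of half-maximal effect; 0% = DMSO and full agonism = EC100 isoproterenol or metaproterenol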
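Tango cells expressing recombinant beta2-AR and beta-arrestin were treated with compounds (up to 46 microM titration) in DMEM with 1% FBS for 18 hr at 37 degrees C. Beta-arrestin recruitment drove tTA-dependent luciferase, read by luminescence; curves were fitted and classed.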
p53null 32C kill – selectivity test: cytotoxicity in p53 null cells, permissive temperature | H1299-neo p53 null cells, ATP luminescence, 24 h, 32C | Potency, µM (doses to about 46.1 µM), for inactives: top-dose activity change, negative = cytotoxicity, hits mostly cytotoxic | 0.62% of 55,000 active;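 note: potency is the fitted concentration of half-maximal effect; 0% = DMSO only and -100% = full killing by 100 µM tamoxifen; nearly all actives have a fitted effect of over 55% in size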
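Cytotoxicity: H1299-neo (no p53), 32C, 24 h treatment. Concentrations up to 46 uM. Readout cellular ATP, luminescence. Normalization to DMSO basal and tamoxifen 100 uM maximal kill.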
GALK inhibitor – inhibits human galactokinase; P51570; recombinant GALK, Kinase-Glo ATP luminescence, 1 h; Potency, µM (top dose mostly 57.5 µM), for inactives: at the top dose activity, negative = inhibition, most hits filed as inhibitors; 44,000 tested, under 10 active; AID 1347072;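 note: plate controls were full GALK reaction for no effect and reaction lacking GALK for full effect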
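Reactions with and without enzyme served as controls. GALK at 5 nM phosphorylates 100 uM galactose using 35 uM ATP (HEPES pH 8.0, Mg2+) for 1 h at RT, with luminescence read 10 min after adding Kinase-Glo Plus.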
NTMT1 inhibitor – NTMT1 methyltransferase inhibition; NTMT1 MTase-Glo SAH luminescence, purified enzyme; Potency, µM (highest dose often 114 µM), for the others: at the top dose activity change, negative = inhibition, usual class: inhibitors; 2.5% of 59,000 active;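 note: potency is the fitted concentration of half-maximal effect; plate controls were DMSO vehicle for no effect and no enzyme for full effect; nearly all actives have a fitted effect of over 65% in size; many of its hits are not listed in these tables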
Numbers without * were called inactive; ? = inconclusive; / = not tested or not shown; [ ] = dose if it differs, or a comment. Calls come from the whole dose curve; as a rule, active = well fitted curve in the direction sought with a large enough effect; inconclusive = small, poorly fitted or top-dose-only effect, or another doubt; inactive = no such curve, though single readings can be large; an effect the other way counts as inactive or inconclusive. An excerpt (hit frequency here may not be typical).

SMILES	p53null 39C kill	FH mod	TSG101-PTAP inh	B2AR arrestin ag	p53null 32C kill	GALK inhibitor	NTMT1 inhibitor
COc1cccc(CSc2nc(-c3ccccc3F)nc3c2Cc2c(CO)cnc(C)c2O3)c1	-27%	-9%	3%	1%	-1%	2%	-3%
Cc1ccc2c(C)c(C(=O)N3CCC(c4nc5ccccc5s4)CC3)oc2c1C	-4%	-15%	0%	-3%	-8%	6%	?
CCOc1ccccc1NC(=O)C1=C(C)Nc2ncnn2C1c1ccccn1 (centres undefined)	-8%	8%	1%	1%	-4%	0%	-10%
Cc1ccc(CNS(=O)(=O)c2cnc(N)nc2)cc1	27%	-16%	1%	1%	7%	2%	1%
CC(=O)c1cccc(NC(=O)c2sc3nc4c(cc3c2N)CCCC4)c1	?	-3%	-1%	-2%	?	2%	?
CCOC(=O)c1ccc(NC(=O)N2CCOc3ccccc32)cc1	-15%	-12%	0%	0%	0%	-11%	-2%
CC(=O)N1c2c(cc(Br)cc2S(=O)(=O)N2CCN(c3ccccc3)CC2)CC1C (centres undefined)	9%	-14%	2%	0%	5%	-1%	10%
COc1ccccc1N1CCN(C(=O)c2c(C)oc3ncn(C)c(=O)c23)CC1	-6%	16%	-4%	-1%	-1%	0%	2%
CN(C(=O)Nc1cn(C)c(=O)c2ccccc12)c1ccccc1	-8%	35µM*[activator]	-3%	0%	-9%	-2%	-3%
COc1ccc(Cl)cc1NC(=O)CCC(=O)c1ccc(C)cc1	-7%	-4%	2%	0%	1%	-1%	-5%
CSc1ncc(Cl)c(C(=O)N(Cc2ccccc2Cl)C2CCS(=O)(=O)C2)n1 (centres undefined)	1%	-15%	3%	0%	-1%	5%	5%
CCOc1ccc(C2CC(c3c(O)n(C4CCCCC4)c(=O)[nH]c3=O)=Nc3ccccc3S2)cc1 (centres undefined)	-4%	3%	-4%	-1%	4%	-12%	-3%
Cc1cc(C)cc(NC(=O)Cn2c(=O)n(CCC(C)C)c(=O)c3cccnc32)c1	10%	-22%	1%	0%	-3%	6%	15%
CCOc1ccc(CCNC(=O)Cn2nc(CC)n3c(cc4c(OC)cccc43)c2=O)cc1OCC	6%	/	3%	0%	-5%	3%	/
COc1ccc(CCNC(=O)c2nc(SCc3ccc(C)cc3)ncc2Cl)cc1OC	-15%	-17%	1%	0%	-18%	3%	?
COc1ccc(OC)c(/C=C(\C#N)c2nc3ccccc3c(=O)[nH]2)c1	-3%	-23%	?	0%	12%	-7%	?
CCCc1nnc(NC(=O)Nc2ccccc2Cl)s1	-9%	-4%	1%	-2%	-6%	-7%	9%
Cc1nn(-c2ccc3nncn3n2)c(C)c1CCC(=O)Nc1ccc(OC(F)(F)F)cc1	22%	-19%	1%	-1%	-11%	5%	?
Cc1cc(NC(=O)c2ccc(-c3ccc(Br)cc3)o2)cc(-c2nc3ncccc3o2)c1O	/	-8%	0%	-2%	/	-2%	13%
Cc1ccc(CNC(=O)c2nc(S(=O)(=O)Cc3ccc(C)cc3)ncc2Cl)cc1	?	5%	-3%	-1%	-15%	1%	12%
Cc1oc2ncnc(N3CCOCC3)c2c1C(=O)Nc1ccc(Br)cc1F	10%	-9%	-3%	1%	-1%	-3%	89µM*
COc1ccc(N2CCN(C(c3ccccc3)c3nnc(-c4ccccc4Cl)o3)CC2)cc1 (centres undefined)	10%	-18%	-1%	5%	1%	2%	1%
Cc1ccccc1NCc1cccn1-c1nnc(N2CCOCC2)s1	-9%	-33%	4%	0%	-6%	2%	-5%
COc1cccc(-c2cnc(NCc3ccccc3Cl)n2C)c1	-19%	-32%	-2%	1%	?	8%	-29%
CCc1ccc(S(=O)(=O)c2nnn(-c3ccc(F)cc3)c2N)cc1	-23%	-30%	-1%	0%	0%	-8%	0%

Carrying on.
SMILES	p53null 39C kill	FH mod	TSG101-PTAP inh	B2AR arrestin ag	p53null 32C kill	GALK inhibitor	NTMT1 inhibitor
Cc1ccc(S(=O)(=O)C(CNC(=O)C(=O)NCCc2ccc(F)cc2)c2cccs2)cc1 (centres undefined)	-1%	1%	-1%	-1%	-4%	3%	10%
COc1ccc(CNC(=O)Cn2c(=O)cc(-c3ccccc3)c3c(C)nn(C)c32)cc1	-7%	-8%	-10%	1%	-5%	-2%	-6%
COc1ccc2nc(SCC(=O)c3c(C)[nH]c4ccccc34)nc(C)c2c1	/	-1%	-3%	-2%	/	-1%	0%
CN(C(=O)CSc1nc2ccc(NC(=O)c3ccc(F)cc3)cc2s1)c1ccccc1	-1%	-14%	-3%	-3%	0%	0%	1%
Cc1cccc(CCNC(=O)CCS(=O)(=O)c2cc3c(cc2Cl)NC(=O)CO3)c1	-23%	-2%	-2%	0%	-21%	0%	7%
Cc1sc(-c2cc3ccccc3oc2=O)nc1-c1ccc(Cl)cc1	-2%	-1%	-2%	-4%	-3%	2%	-10%
COc1ccc(NCc2ccccc2-c2nnc(-c3ccccc3)o2)cc1Cl	-20%	/	1%	1%	-6%	1%	/
Cc1noc(Cn2c(=O)c3cc4c(cc3n(CC(=O)Nc3ccccc3Br)c2=O)OCO4)n1	29%	-3%	-5%	1%	15%	0%	3%
CSc1ccc(Nc2nn(-c3ccc(OC(F)(F)F)cc3)nc2C(C)=O)cc1	-5%	2%	4%	-1%	-3%	-11%	0%
CCOc1cccc2sc(N3CCN(C(=O)c4ccco4)CC3)nc12	3%	0%	-7%	0%	-6%	4%	16%
COc1ccc(Cl)cc1NC(=O)CSc1cn(CC(=O)N2CCCC2)c2ccccc12	15%	?	3%	0%	13%	4%	-3%
O=C(Nc1cccc(Cl)c1Cl)c1cc(S(=O)(=O)NCCc2ccccc2)ccc1F	1%	-29%	-5%	-1%	-3%	-2%	-2%
Cn1c(=O)c(=O)n(C)c2cc(S(=O)(=O)CCC(=O)Nc3cccc(C(F)(F)F)c3)ccc21	4%	-9%	-1%	-3%	-2%	4%	-1%
COc1ccc(CCNC(=O)c2ccc3c(c2)N(Cc2ccccc2)C(=O)c2ccccc2S3=O)cc1OC (centres undefined)	12%	-18%	1%	4%	-2%	7%	16%
COc1ccc(-c2csc(-c3c(N)c(C(=O)c4ccccc4)n4ccccc34)n2)cc1OC	-6%	-5%	2%	-3%	-3%	3%	7%
COc1ccc(NC(=O)c2cnn(-c3ccc(F)cc3F)c2C2CCN(C(=O)OC(C)(C)C)CC2)cc1Cl	21%	?	-2%	-1%	5%	1%	?
COc1ccc(-c2noc(Cn3c(=O)c4ccccc4n(CC(=O)Nc4cccc(C(F)(F)F)c4)c3=O)n2)cc1	6%	?	-5%	-1%	1%	-1%	17%
CCn1cc(C(=O)NCCCN(CC(C)C)CC(C)C)c(=O)c2cc(S(=O)(=O)N(C)C3CCCCC3)ccc21	-5%	?	1%	0%	-3%	10%	?
COc1ccc(C)cc1NC(=O)C1CCN(S(=O)(=O)c2ccc3[nH]c4c(c3c2)CCCCC4)CC1	?	-4%	-1%	1%	3%	-1%	-5%
COc1cccc(CNC(=O)c2ccc(-c3nc(CSc4ccccc4)c(C)o3)cc2)c1	-4%	-17%	1%	0%	-1%	3%	5%
CCc1cccc(-n2c(C)nc3c(cnn3-c3ccc(Cl)cc3)c2=O)c1	6%	-7%	1%	1%	18%	1%	-10%
O=C(Nc1ccccc1C(=O)OCc1cc(=O)n2nc(C3CC3)sc2n1)c1ccc(Cl)cc1	13%	-8%	-2%	-1%	-2%	2%	12%
CCc1ccc2c(c1)c(=O)c(S(=O)(=O)c1ccc(F)cc1)cn2CC(=O)Nc1ccccc1OC	-5%	-12%	1%	0%	0%	-12%	5%
CCOC(=O)C1=C(CN2CCCCC2)NC(=O)NC1c1cc(C)ccc1C (centres undefined)	1%	-9%	-1%	-2%	11%	-6%	4%
COc1cccc(CN(C(=O)c2ccc(C(C)(C)C)cc2)C2CCS(=O)(=O)C2)c1 (centres undefined)	22%	-1%	-11%	0%	0%	-9%	5%

Some of these compounds in order of molecular weight, ascending.
SMILES	p53null 39C kill	FH mod	TSG101-PTAP inh	B2AR arrestin ag	p53null 32C kill	GALK inhibitor	NTMT1 inhibitor
Cc1cccc(CCNC(=O)CCS(=O)(=O)c2cc3c(cc2Cl)NC(=O)CO3)c1	-23%	-2%	-2%	0%	-21%	0%	7%
O=C(Nc1cccc(Cl)c1Cl)c1cc(S(=O)(=O)NCCc2ccccc2)ccc1F	1%	-29%	-5%	-1%	-3%	-2%	-2%
CCc1ccc2c(c1)c(=O)c(S(=O)(=O)c1ccc(F)cc1)cn2CC(=O)Nc1ccccc1OC	-5%	-12%	1%	0%	0%	-12%	5%
COc1ccc(C)cc1NC(=O)C1CCN(S(=O)(=O)c2ccc3[nH]c4c(c3c2)CCCCC4)CC1	?	-4%	-1%	1%	3%	-1%	-5%

(cont.)
SMILES	p53null 39C kill	FH mod	TSG101-PTAP inh	B2AR arrestin ag	p53null 32C kill	GALK inhibitor	NTMT1 inhibitor
Cc1cc(C)c(S(=O)(=O)N2CCC(N3CCN(Cc4ccc(F)cc4)C(=O)C3=O)CC2)c(C)c1	-1%	-10%	0%	-1%	-4%	-2%	-2%
O=C(Nc1ccc(Br)cc1F)C1CCN(c2nc3ccccc3[nH]2)CC1	9%	2%	4%	-1%	0%	0%	6%
CCc1nc2nc(C)cc(Nc3ccc(F)c(Cl)c3)n2n1	-16%	1%	0%	-2%	-6%	2%	1%
CCC(C)NC(=O)Cn1c(=O)n(CCCC(=O)NCc2ccc(C)cc2)c(=O)c2ccccc21 (centres undefined)	11%	-8%	0%	0%	2%	1%	3%
Cc1ccccc1C(=O)Oc1c(Sc2ccccc2)c(C)nn1C(C)(C)C	6%	-18%	-1%	0%	0%	4%	?
Cc1ccc(C)c(CNS(=O)(=O)c2ccc3c(c2)C(C)(C)C(=O)N3C)c1	-18%	6%	-10%	-1%	1%	0%	3%

Pulled by structure from above:
SMILES	p53null 39C kill	FH mod	TSG101-PTAP inh	B2AR arrestin ag	p53null 32C kill	GALK inhibitor	NTMT1 inhibitor
CCc1nc2nc(C)cc(Nc3ccc(F)c(Cl)c3)n2n1	-16%	1%	0%	-2%	-6%	2%	1%
Cc1ccccc1C(=O)Oc1c(Sc2ccccc2)c(C)nn1C(C)(C)C	6%	-18%	-1%	0%	0%	4%	?
CCC(C)NC(=O)Cn1c(=O)n(CCCC(=O)NCc2ccc(C)cc2)c(=O)c2ccccc21 (centres undefined)	11%	-8%	0%	0%	2%	1%	3%
